FXIIa single: blocks human coagulation factor XIIa activity; inhibition, % at 10 µM; 33,000 tested, 0.2% active; purified human FXIIa, AMC substrate fluorescence, 2 h; P00748; AID 701; in the data active = inhibition above about 30%;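 note: 0% = enzyme with vehicle only and 100% = no enzyme blank; many of its hits are not listed in these tables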
Target sequence (P00748 20-372 limits assumed): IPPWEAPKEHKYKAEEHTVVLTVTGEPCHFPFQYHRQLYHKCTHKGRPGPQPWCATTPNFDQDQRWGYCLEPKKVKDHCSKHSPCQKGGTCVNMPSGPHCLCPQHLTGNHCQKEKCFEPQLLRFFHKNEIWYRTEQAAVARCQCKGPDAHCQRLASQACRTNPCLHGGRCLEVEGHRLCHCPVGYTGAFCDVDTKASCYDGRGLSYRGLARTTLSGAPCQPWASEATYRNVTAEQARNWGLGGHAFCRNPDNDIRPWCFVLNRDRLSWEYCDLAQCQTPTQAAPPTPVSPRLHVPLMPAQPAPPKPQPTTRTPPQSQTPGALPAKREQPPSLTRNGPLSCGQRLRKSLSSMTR
Target sequence (P00748 373-615 limits assumed): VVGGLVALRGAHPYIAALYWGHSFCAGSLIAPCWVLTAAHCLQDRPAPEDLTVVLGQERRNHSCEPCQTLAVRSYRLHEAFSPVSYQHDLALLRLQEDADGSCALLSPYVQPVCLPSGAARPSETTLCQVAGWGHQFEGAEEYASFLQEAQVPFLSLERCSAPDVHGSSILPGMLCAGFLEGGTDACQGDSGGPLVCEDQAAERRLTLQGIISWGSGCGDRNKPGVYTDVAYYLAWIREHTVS
FXIa inh: blocks human coagulation factor XIa activity. P03951. purified human FXIa, fluorogenic AMC substrate cleavage. inhibition, % at 10 µM. 33,000 tested, 0.3% active;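 active = inhibition above 40% in the primary screen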;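 note: 0% = enzyme without compound and 100% = blank wells lacking enzyme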
* hit, by the source's call. A portion of the library, so the mix of outcomes need not match the whole.

1: c1ccc(-c2cn3c(n2)CCC3)cc1
2: CCC(=O)Nc1sc2c(c1C#N)CCCCC2
3: COc1ccc(CC(=O)Nc2ccc(S(=O)(=O)Nc3cc(C)on3)cc2)cc1
4: Cc1ccc(CSc2nnc(-c3ccc4c(c3)OCO4)o2)cc1
5: Brc1ccc(-c2noc(COc3ccc4ccccc4c3)n2)o1
6: Cc1cccc(OCC(=O)N2CCN(C(=O)CCC3CCCC3)CC2)c1
7: CN(C)CCNc1nc(-c2ccccc2)c2c(c1C#N)CC(C)(C)OC2
8: COC(=O)Cn1ncc2c3ccccc3n(Cc3ccccc3)c2c1=O
screen / no.	1	2	3	4	5	6	7	8
FXIIa single	-2	7	10	2	-9	3	6	-2
FXIa inh	-5	-3	7	-2	-11	4	-14	-8

9: Cc1ccccc1CNC(=O)c1ccccc1C(=O)O
10: Cc1nn2c(=O)c(NC(=O)c3ccc(F)cc3)cnc2s1
11: O=C(Nc1ccccn1)c1cccs1
12: COc1ccccc1N1CCN(CCCCOc2ccc(F)cc2)CC1
13: O=C(O)/C=C/c1ccc(O)c(O)c1
14: CCN1CCN(Cc2c(C)[nH]c3ccc(OC)cc3c2=O)CC1
15: CCOC(=O)/C(C(N)=NCc1ccco1)=C(/O)c1ccccc1
16: Cc1ccc(-c2noc(CSc3nnc(Cc4ccccc4)n3-c3cccc(C)c3)n2)cc1
screen / no.	9	10	11	12	13	14	15	16
FXIIa single	2	2	7	6	-9	4	-9	6
FXIa inh	-1	-3	5	4	-12	0	1	-1

Rewritten field by field: 4 of the compounds above.
2) CCC(=O)Nc1sc2c(c1C#N)CCCCC2
  FXIIa single = 7	FXIa inh = -3

12) COc1ccccc1N1CCN(CCCCOc2ccc(F)cc2)CC1
  FXIIa single = 6	FXIa inh = 4

13) O=C(O)/C=C/c1ccc(O)c(O)c1
  FXIIa single = -9	FXIa inh = -12

6) Cc1cccc(OCC(=O)N2CCN(C(=O)CCC3CCCC3)CC2)c1
  FXIIa single = 3	FXIa inh = 4

More results follow:
17: COc1ccc(OC)c(NC(=O)Cn2c(=O)n(CC(=O)NCc3ccco3)c(=O)c3ccccc32)c1
18: CCCCCNC(=O)c1ccccc1SC
19: COc1ccc(-c2nnc(-c3cc(OC)c(OC)c(OC)c3)o2)cc1OC
20: COc1ccc(Cc2nc3ccc(S(=O)(=O)N4CCOCC4)cc3[nH]2)cc1
21: N=c1ncn(CC(O)CN2CCOCC2)c2nc(N3CCOCC3)[nH]c12 (stereo not given)
22: CCc1nc(SCC(=O)c2ccc(Cl)s2)c2oc3ccccc3c2n1
23: CN(C1CCCCC1)S(=O)(=O)c1ccccc1
24: CCc1c(C(=O)Nc2cc(C)cc(C)c2)[nH]c(C)c1C(C)=O
screen / no.	17	18	19	20	21	22	23	24
FXIIa single	5	5	0	4	9	3	9	-15
FXIa inh	-1	-6	-1	9	9	0	-2	17

25: NC(=O)C1(N2CCCCC2)CCN(C2CC(=O)N(Cc3ccc(N4CCCC4=O)cc3)C2=O)CC1 (stereo not given)
26: COc1cc(NC(=O)Cc2nn(C)c(=O)c3ccccc23)cc(OC)c1
27: CC12CCC(C(=O)N3CCCCCC3)(OC1=O)C2(C)C (stereo not given)
28: Cc1ccc(Nc2cnn(C34CC5CC(CC(CC(=O)O)(C5)C3)C4)c(=O)c2Cl)cc1
29: Cc1nc2c(C(=O)NCCC(C)C)c[nH]n2c(=O)c1Cc1ccccc1F
30: COc1ccc(-c2nnc(SCC#CCO)o2)cc1OC
31: O=C(NCc1ccccn1)c1c(O)c2cccc3c2n(c1=O)CC3
32: COCCn1c(SCc2nc3cc(OC)c(OC)cc3c(=O)[nH]2)nnc1-c1ccncc1
screen / no.	25	26	27	28	29	30	31	32
FXIIa single	5	6	-1	22	5	3	0	4
FXIa inh	-6	3	-3	4	-3	-6	-2	-2

33: Cc1cc(C)c2c3c(sc2n1)C(=O)N(C)CC(=O)N3
34: Cc1ccc(Cl)c(OCC(=O)NCc2ccco2)c1
35: O=C1Cc2ccccc2C(=O)N1Cc1ccccc1
36: CC(C)OCCCNCc1cccs1
37: CCCCc1nnc(NC(=O)C(C)Sc2nc(C)cc(=O)[nH]2)s1 (stereo not given)
38: Cc1cc(C)c(Cn2c(=O)n(CCCC(=O)NCc3ccco3)c(=O)c3sccc32)c(C)c1
39: Cc1ccc(C2=CSC3=NS(=O)(=O)CCN23)cc1C
40: CCCC(c1nnnn1CCOC)N(Cc1cc2cc(C)c(C)cc2[nH]c1=O)CC1CCCO1 (stereo not given)
screen / no.	33	34	35	36	37	38	39	40
FXIIa single	5	9	5	1	5	2	10	4
FXIa inh	-1	-13	5	-7	5	6	-4	-9

41: CCOc1ccc(C(=O)NCC2OCCc3ccccc32)cc1 (stereo not given)
42: Cn1c(=O)oc2cc(S(=O)(=O)NCc3ccncc3)ccc21
43: Cc1nn(C)c(C)c1CN(C)C(=O)C1c2ccccc2Oc2ccccc21
44: Cc1c(NC(=O)C(C)Sc2ccc3ccccc3n2)c(=O)n(-c2ccccc2)n1C (stereo not given)
45: c1cncc(-c2nc3ccccc3o2)c1
46: N#Cc1c(N)nc(SCC(=O)C23CC4CC(CC(C4)C2)C3)c(C#N)c1-c1ccc(Cl)cc1
47: COc1ccc(-n2nc3c(c2NC(=O)c2c(F)cccc2Cl)CS(=O)C3)cc1 (stereo not given)
48: O=C(c1ccccn1)N(Cc1ccco1)C1(C(=O)NC2CCCC2)CCCCC1
screen / no.	41	42	43	44	45	46	47	48
FXIIa single	4	8	5	4	8	4	7	-13
FXIa inh	-3	0	0	1	0	5	4	24

49: CS(=O)(=O)N(CC(=O)N1CCN(c2cccc(Cl)c2)CC1)c1ccccc1
50: CCOc1ccc(CNCc2cccnc2)cc1
51: CCOC(=O)Cc1csc(SCC(=O)Nc2cccc(Cl)c2)n1
52: CCC(=O)N1CCN(c2ccc(Cl)cc2NC(=O)Cc2ccc(Cl)cc2)CC1
53: CCc1nnc(NC(=O)CSc2nnc(-c3ccoc3C)n2-c2cccc(C)c2)s1
54: Cc1ccc(S(=O)(=O)NC(=O)NCc2ccc(Cl)cc2)cc1
55: CCOC(=O)C1CCN(c2ncnc3c2cnn3-c2ccccc2)CC1
56: COc1ccc(S(=O)(=O)n2ccc(C)n2)cc1C
screen / no.	49	50	51	52	53	54	55	56
FXIIa single	1	2	-14	18	0	10	8	5
FXIa inh	1	-2	2	0	4	5	-1	13

57: Nc1nc(SCC(=O)Nc2ccccc2Sc2ccc(Cl)cc2)n[nH]1
58: CCOC(=O)C(NCc1ccccc1)(NC(=O)c1ccccc1)C(F)(F)F (stereo not given)
59: Cc1nc2c(-c3ccc(F)cc3)c(C)nn2c(C)c1CCC(=O)N1CCN(c2ccccc2)CC1
60: CN(C)C(=O)N1CCN(C(=O)N2CCOCC2)CC1
61: COc1ccc(Cl)cc1N1C(=O)CC(N2CCc3ccccc32)C1=O (stereo not given)
62: CCOC(=O)c1ccc(NC(=O)CC2Sc3ncnn3C2=O)cc1 (stereo not given)
63: COc1ccc(C(=O)Nc2ccc(S(=O)(=O)Nc3nccc(C)n3)cc2)cc1OC
64: Cc1cc(Nc2ccc(Cl)cc2)n(-c2ccccc2)n1
screen / no.	57	58	59	60	61	62	63	64
FXIIa single	-11	-9	6	8	2	5	-5	5
FXIa inh	29	-7	8	4	-6	-1	18	6

65: Cc1ccc(-n2c(O)c(C=NC3CCS(=O)(=O)C3)c3ccccc3c2=O)cc1 (stereo not given)
66: Cc1cc(C)n(-c2c(F)c(F)c(COC(=O)c3ccccc3)c(F)c2F)n1
67: CC1(C)CC2CC(C)(CN2C(=O)c2cccs2)C1 (stereo not given)
68: CCC(=O)Nc1nnc(-c2ccc(OC)cc2)o1
69: CN(C(=O)CCN1C(=O)c2ccccc2C1=O)C1CCCCC1
70: c1ccc2sc(NC3=NCN(C4CCCCCC4)CN3)nc2c1
71: COc1ccc(C(=O)Oc2ccc(C(C)=O)cc2)c(OC)c1
72: CC1=NN(c2cccc(Cl)c2)C(=O)C12CC(C)=C(C)CS2 (stereo not given)
screen / no.	65	66	67	68	69	70	71	72
FXIIa single	8	2	-16	4	8	-18	-3	3
FXIa inh	12	4	2	4	5	26	-2	11

Look-ups from the results shown.
FXIa inh result of entry 67 = 2
FXIa inh result of entry 66 = 4

(continued)
73: COc1ccc(OC)c(S(=O)(=O)N2CCC(C(=O)NCCc3ccccc3)CC2)c1
74: Cc1cc(Cl)c(S(=O)(=O)NCC2CCCO2)cc1OCC(=O)NC1CCCCC1 (stereo not given)
75: CN1CCN(Cn2cc(/C=C/C(=O)c3ccccc3)c3ccccc32)CC1
76: Cc1cc(Cl)ccc1NC(=O)CCCN1C(=O)CCC1=O
77: Cc1noc(C)c1S(=O)(=O)N1CCC(C(=O)NC2CCN(Cc3ccccc3)CC2)CC1
78: CC(c1ccccn1)N(CCN(C)C)C(=S)Nc1cccc(F)c1 (stereo not given)
79: Cc1cc(Cl)c(S(=O)(=O)Nc2ccccn2)cc1OCC(N)=O
80: COc1ccc(OC)c(C2=NO[C@@H]3C(=O)N(c4cc(Cl)ccc4OC)C(=O)[C@H]23)c1
screen / no.	73	74	75	76	77	78	79	80
FXIIa single	4	-8	7	3	3	9	5	3
FXIa inh	1	-1	4	-13	8	4	5	-5

81: CCOC(=O)C1=C(C)N(C)C(C)=C(C(=O)OCC)C1c1cccnc1
82: N#CC(c1ccc(Cl)cc1)c1ccc(Cl)nn1 (stereo not given)
83: Cc1onc(-c2c(Cl)cccc2Cl)c1C(=O)NCCCN1CCOCC1
84: Cc1ccc(C(=O)Nc2ccc(S(=O)(=O)N3CCc4ccccc43)cc2)o1
85: Cc1cc(C(=O)N2CCN(c3ncccn3)CC2)cs1
86: Clc1cccc(CSc2nnc(-c3ccccn3)n2Cc2ccco2)c1
87: COc1ccc(-c2cccc(C(=O)NCC(=O)O)c2)cc1
88: COc1ccc(NC(=O)NCc2ccccn2)cc1
screen / no.	81	82	83	84	85	86	87	88
FXIIa single	12	1	7	3	7	3	9	2
FXIa inh	6	-3	-4	1	-1	-2	-4	2

89: CCn1c(SCC(N)=O)nc2sc3c(c2c1=O)CCCC3
90: Cc1csc2c(=O)n3c(nc12)CCCCC3
91: Cc1c(NC(=O)C2CCN(S(=O)(=O)c3ccc(Cl)cc3)CC2)c(=O)n(-c2ccccc2)n1C
92: Cc1ccc(P(=O)(CC(=O)O)c2ccc(C)cc2)cc1
93: O=C1C=C(Nc2ccccc2O)c2ccccc2C1=O
94: CC1=NC(=O)C(N=Nc2cccc(C(=O)O)c2)N1c1ccccc1 (stereo not given)
95: Cc1ccccc1-n1c(=O)cc(NCC2CCCO2)[nH]c1=O (stereo not given)
96: O=c1[nH]nc(Cc2ccc(Cl)cc2)c2ccccc12
screen / no.	89	90	91	92	93	94	95	96
FXIIa single	-7	4	6	3	10	6	0	7
FXIa inh	-1	-6	1	-4	8	5	-2	0

97: CC(C)OC(=O)C(C)Oc1ccc(C(=O)NCCc2ccccc2)cc1 (stereo not given)
98: COc1ccc(Cl)cc1NC(=O)Nn1cnnc1
99: CCOC(=O)CC(=O)CSc1nc(N)c(C#N)c(-c2ccc(Cl)cc2)c1C#N
100: FC(F)(F)c1cc(-c2ccc(Cl)cc2)nc2ncnn12
101: CCCC[n+]1ccn(-c2nc3ccccc3nc2[N-]S(=O)(=O)c2ccc(C)cc2)c1
102: Cc1ccc(SCC(=O)Nc2ccccc2C(=O)O)cc1
103: O=C1N=C(N2CCOCC2)SC1=C1CCCCC1
104: Cc1ccc(C2=[N+]([O-])C3(CCCCC/C3=N\NC(N)=O)N(O)C2(C)C)o1 (stereo not given)
105: CCCCNC(=O)Cc1c(O)c2ccccc2[nH]c1=O
106: CC1(C)CC(=O)C2=C(C1)N(C1CCCCC1)C(=O)C2(O)C(F)(F)F (stereo not given)
screen / no.	97	98	99	100	101	102	103	104	105	106
FXIIa single	-2	-1	4	8	-13	1	-3	-16	4	7
FXIa inh	-1	3	1	-7	27	-4	-1	24	2	-9

Records 97 to 99 from above:
97: CC(C)OC(=O)C(C)Oc1ccc(C(=O)NCCc2ccccc2)cc1 (stereo not given)
98: COc1ccc(Cl)cc1NC(=O)Nn1cnnc1
99: CCOC(=O)CC(=O)CSc1nc(N)c(C#N)c(-c2ccc(Cl)cc2)c1C#N
screen / no.	97	98	99
FXIIa single	-2	-1	4
FXIa inh	-1	3	1

High-throughput results: PubChem BioAssay, PCMD
